Screens from PubChem.
GRK2 aptamer HTS: inhibitors of human GRK2 displacing RNA aptamer. AID 488847. inhibition of aptamer binding, % at 10 µM. bead flow cytometry, FAM-aptamer displacement from GRK2. hit rate 0.59% among 330,000;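 active = inhibition of aptamer binding above 40%, roughly 3 SD of noise, on plates passing a quality check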;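 also: median bead fluorescence of bound FAM aptamer so fluorescent compounds give negative values; no value below 0 was filed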
LAP4 TOR yeast: alters LAP4-GFP fluorescence in TOR pathway yeast screen; S. cerevisiae LAP4-GFP multiplex, flow cytometry GFP, 3 h; median GFP as percent of DMSO wells; GFP response vs DMSO, % at 10 µM; hit rate 0.34% among 320,000; AID 2023;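 active = GFP response vs DMSO above a set limit, about the screen mean plus 3 SD, cut at about 150% in these data; inconclusive = under 70 cell events counted for the yeast strain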
MEP2 TOR yeast: yeast TOR pathway MEP2-GFP modulation. S. cerevisiae MEP2-GFP strain, flow cytometry GFP, 3 h; 100% = DMSO control level. GFP response vs DMSO, % at 10 µM. hit rate 0.51% among 330,000. AID 2016;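 active = GFP response versus DMSO above a set limit, roughly screen mean plus 3 SD, cut at about 180% in these data; inconclusive = fewer than 70 cells counted for a yeast strain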;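 also: median GFP fluorescence of the barcode-gated MEP2-GFP cells per well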
VLA-4 inh: inhibition in a human VLA-4 binding assay; VLA-4 expressing cells, ligand binding flow cytometry; P13612; inhibition, % (about 7 µM as worked out from the volumes in the protocol); hit rate 0.2% among 330,000; in the data active = inhibition above about 50%
Target sequence (P13612 whole entry, looked up): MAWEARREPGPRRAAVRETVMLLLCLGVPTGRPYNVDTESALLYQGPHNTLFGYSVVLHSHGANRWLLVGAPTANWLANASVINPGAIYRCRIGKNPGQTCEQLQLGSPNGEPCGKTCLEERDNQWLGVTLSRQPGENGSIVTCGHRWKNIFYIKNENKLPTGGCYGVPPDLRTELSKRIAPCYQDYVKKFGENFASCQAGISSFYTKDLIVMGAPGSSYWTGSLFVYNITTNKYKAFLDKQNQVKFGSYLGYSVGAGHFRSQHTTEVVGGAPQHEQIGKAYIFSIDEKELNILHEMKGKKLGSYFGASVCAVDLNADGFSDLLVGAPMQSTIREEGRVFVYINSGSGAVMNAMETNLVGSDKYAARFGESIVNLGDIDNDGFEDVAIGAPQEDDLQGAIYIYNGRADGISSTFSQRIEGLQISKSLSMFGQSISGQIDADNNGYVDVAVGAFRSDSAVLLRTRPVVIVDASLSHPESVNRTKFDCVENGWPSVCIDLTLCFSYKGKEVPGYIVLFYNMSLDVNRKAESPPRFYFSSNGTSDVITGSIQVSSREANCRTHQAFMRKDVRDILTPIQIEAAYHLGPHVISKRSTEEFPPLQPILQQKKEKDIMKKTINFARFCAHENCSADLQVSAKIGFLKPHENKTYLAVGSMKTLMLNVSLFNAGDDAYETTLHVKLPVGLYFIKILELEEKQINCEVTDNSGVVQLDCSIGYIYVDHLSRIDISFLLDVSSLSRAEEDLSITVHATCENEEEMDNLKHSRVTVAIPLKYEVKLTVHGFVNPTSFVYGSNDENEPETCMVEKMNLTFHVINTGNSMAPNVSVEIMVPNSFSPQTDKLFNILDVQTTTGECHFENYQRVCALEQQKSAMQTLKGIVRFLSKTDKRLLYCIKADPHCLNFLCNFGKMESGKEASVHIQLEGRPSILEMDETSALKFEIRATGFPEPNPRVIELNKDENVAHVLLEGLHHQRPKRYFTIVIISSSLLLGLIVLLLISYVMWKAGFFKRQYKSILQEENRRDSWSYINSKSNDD
GASC-1 inh: human JMJD2C demethylase inhibition. GST-JMJD2C(1-420) H3K9me3 demethylation, DELFIA europium. inhibition, % at 2.35 µM. hit rate 0.069% among 330,000. AID 2099;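 active = more than half of a compound's replicate wells show inhibition beyond 50%, single wells judged on their own value; inconclusive = some, but no more than half, of replicates pass 50% inhibition; inactive = no replicate passes 50% inhibition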;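 also: signal counts dimethyl H3K9 product captured on neutravidin plate; 0% = median of DMSO wells and 100% = 0.3 times that DMSO median; strong numbers were not always called active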
RPL19A TOR yeast: yeast TOR pathway RPL19A-GFP modulation | S. cerevisiae RPL19A-GFP strain, flow cytometry, 3 h; stronger effect = lower value | percent response vs DMSO, % at 10 µM | hit rate 0.3% among 330,000 | AID 2025;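 active = percent response vs DMSO below 50%; inconclusive = fewer than 70 events counted for the yeast strain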;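 also: median channel GFP fluorescence of the barcoded RPL19A-GFP strain; ratio of sample median GFP to plate DMSO average so 100% = DMSO; lower means less RPL19A-GFP as with rapamycin TOR inhibition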
CIT2-GFP yeast: yeast TOR pathway CIT2-GFP modulation | S. cerevisiae CIT2-GFP strain, flow cytometry, 3 h; 100 means same as DMSO wells | AID 2029 | hit rate 0.065% among 320,000 | GFP response vs DMSO, % at 10 µM;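 active = GFP response relative to DMSO above a set limit, near the screen mean plus 3 SD, cut at about 150% in these data; inconclusive = Fewer than 70 cells measured for a yeast strain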;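 also: ratio of well median GFP fluorescence to mean of DMSO wells on the plate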
AGP1-GFP MLPCN: modulators of TOR pathway AGP1-GFP in S. cerevisiae | GFP response vs DMSO, % at 10 µM | hit rate 0.02% among 320,000 | S. cerevisiae AGP1-GFP multiplex flow cytometry, 3 h; GFP as percent of DMSO wells;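 active = GFP response relative to DMSO above a set limit, near screen average plus 3 SD, cut at about 150% in these data; inconclusive = fewer than 70 cells counted for the yeast strain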;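 also: median GFP channel fluorescence of the gated AGP1 strain per well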
* hit, by the source's call; ? = inconclusive; . = not tested or not shown; & = joins results of further samples. Outcome played no part in choosing rows (roughly 1.7% active in at least one column).

SMILES	GRK2 aptamer HTS	LAP4 TOR yeast	MEP2 TOR yeast	VLA-4 inh	GASC-1 inh	RPL19A TOR yeast	CIT2-GFP yeast	AGP1-GFP MLPCN
CSc1cccc(NC(=O)c2ccc(NC3=NC4CS(=O)(=O)CC4S3)cc2)c1 (stereo not drawn)	1	91	90	38	-16	102	97	100
COc1ccccc1-n1c(SC)nc(O)cc1=O	0	109	110	-30	4	105	111	110
CCOC(=O)C1C(=O)C(C(=O)OCC)C(c2cccnc2)NC1c1cccnc1 (stereo not drawn)	0	103	97	8	2	91	94	97
Cc1ccc(S(=O)(=O)Cn2nnnc2C(C(C)C)N2CCSCC2)cc1 (stereo not drawn)	2	99	100	3	78	101	95	99
COC(=O)c1cc(=O)n(C2CC2)c(=NC2CC2)s1	0	101	98	-6	87	97	94	95
CC(=O)OC[C@H]1O[C@@H](Oc2cc(O)cc3oc(-c4ccc(O)cc4)cc(=O)c23)[C@H](O[C@@H]2O[C@@H](C)[C@H](O)[C@@H](O)[C@H]2O)[C@@H](O)[C@@H]1O	2	109	101	-8	-5	105	114	113
CC1Cc2ccccc2N1C(=O)CCN1C(=O)C2C3C=CC(C3)C2C1=O (stereo not drawn)	3	.	88	4	-9	96	100	94
O=C(CSc1nc(-c2ccc(F)cc2)cc(C(F)(F)F)n1)NCCN1CCOCC1	1	98	94	0	1&-7	95	95	94
COc1ccc(/C=C/C(=O)NCC(c2ccc(F)cc2)N2CCOCC2)cc1OC (stereo not drawn)	6	101	103	8	13	98	99	99
C=CCNC(=S)NNC(=O)c1cccnc1	2	110	100	-4	9	101	97	107
CC1CCN(CCCNC(=O)c2nn(C)c3c2CS(=O)(=O)c2ccccc2-3)CC1	0	112	104	7	2	92	109	106
S=c1nc(NCc2ccc3c(c2)OCO3)c2ccccc2[nH]1	0	104	107	18	4	103	94	91
COc1ccccc1NC(=O)c1sc2ncn(Cc3cccc(C)c3)c(=O)c2c1C	0	102	106	-19	-2	100	105	107
Cc1ccc(OCCCCn2cnc3ccccc32)cc1	0	95	83	5	-6	96	91	97
CCSC(C)CC1C/C(=N/O)c2c(C)noc2C1 (stereo not drawn)	0	105	105	12	.	95	104	100
N#CC1=C(N)Oc2c(ccc3cccnc23)C1c1ccncc1 (stereo not drawn)	0	99	88	-7	-4	97	83	92
Cc1sc(NC(=O)c2ccco2)c(CN2CCC(C)CC2)c1C	2	96	95	5	0	96	89	92
CCNC(=O)c1cc2ccccc2o1	2	98	103	3	6	102	97	98
CN(C(=O)c1cccc(NC(=O)C2CCN(C(=O)OC(C)(C)C)CC2)c1)C1CCC1	3	91	98	-19	-1	100	87	89
O=C(CSc1nnc(-c2ccco2)n1-c1ccccc1)Nc1c(Cl)cc(Cl)cc1C(=O)O	0	112	99	11	1	94	89	104
CC(C)CN(CCNC(=O)CN1N=C(c2ccc(Cl)cc2)CCC1=O)CC(C)C	1	95	116	-12	-15	108	104	101
COc1ccc(C(=O)NCC2CCCN2S(=O)(=O)c2cccs2)cc1 (stereo not drawn)	0	92	96	4	?	92	89	89
C/C(=N\NC(=O)Cn1nc(C)c([N+](=O)[O-])c1C)c1ccco1	1	104	103	-1	-42	99	101	102
COc1ccc(CN(C(=O)c2cc3ccccc3oc2=O)C2CCS(=O)(=O)C2)cc1 (stereo not drawn)	2	111	105	13	2	100	102	109
COc1ccc(S(=O)(=O)N(C)CC(=O)N2CCN(Cc3ccccc3)CC2)cc1C	0	98	96	2	4	101	102	104
SMILES	GRK2 aptamer HTS	LAP4 TOR yeast	MEP2 TOR yeast	VLA-4 inh	GASC-1 inh	RPL19A TOR yeast	CIT2-GFP yeast	AGP1-GFP MLPCN
O=C(CSc1nnc(C2CC2)n1C1CC1)c1cccs1	0	105	97	2	-2	100	108	109
Cc1ccc(OC(=O)CCc2c(C)nc3ncnn3c2C)cc1	0	101	103	0	30	96	95	97
COc1ccc(N(CC(=O)N2CCN(C)CC2)S(C)(=O)=O)cc1OC	0	94	101	8	-1	95	104	95
CCN1CCC(=NNC(=O)c2ccco2)CC1	0	96	98	7	5	95	89	95
CSc1ncccc1C(=O)OCC(=O)Nc1ccc(C)c(S(=O)(=O)N2CCOCC2)c1	1	95	97	15	-7	95	101	96
COc1cccc(NC(=O)CCC2CCN(C(=O)c3c(C)noc3C)CC2)c1	1	88	114	-7	18	109	114	101
Cc1oc(-c2ccccc2F)nc1CS(=O)(=O)CC(=O)NCc1ccco1	1	115	101	-10	-7	106	104	99
CCn1c(SCC(=O)N/N=C(\C)c2ccncc2)nnc1-c1ccccc1	0	85	105	-1	-3	105	107	98
CSc1c(SCc2ccccc2)cnn(-c2ccccc2)c1=O	4	99	105	-21	4	100	91	98
O=C(NC1CC1)C1CCN(C(=O)c2ccccc2Cl)CC1	1	97	106	-7	9	103	110	100
COc1cc(CN2CCNC(=O)C2CC(=O)NCCCC2CCCC2)cc(OC)c1 (stereo not drawn)	0	88	102	10	2	101	109	99
COc1ccccc1C(=O)Nc1ccc2c(c1)nc1n2CCSC1	0	94	93	7	3	97	91	86
O=C(/C=C\Nc1ccc2c(c1)OCO2)c1ccccn1	3	111	98	-12	-1	94	93	92
COc1ccc(S(=O)(=O)N[C@@H](CC(C)C)C(=O)O)cc1	3	97	101	26	-5	96	102	103
COc1ccc(-c2sc3ccc(OC)cc3c2C#Cc2ccccn2)cc1	6	113	87	2	2	92	80	99
COc1cc(/C=N/NC(=O)CN2CCCCC2)ccc1OCc1ccccc1	0	93	102	16	22	97	92	90
CCOC(=O)CC(=O)CSc1nc(CC)c(C)cc1C#N	0	102	93	-7	10	90	82	91
CCOC(=O)C1CCN(Cc2ccccc2C)CC1	0	106	102	-1	-8	99	100	104
CC(C)c1ccc(NC(=O)C2C3C=CC(CC3)C2C(=O)O)cc1 (stereo not drawn)	0	100	101	-1	.	101	100	104
Clc1cccc(N=NN2CCOCC2)c1Cl	0	99	82	-6	-4	97	109	95
C/C=C\C(=O)Nc1cccc(C2=NOC3(C2)C[C@H](C(N)=O)N(C(=O)[C@H]2CCC(=O)N2)C3)c1 (stereo partly drawn)	1	121	93	2	-7	105	109	91
COc1ccc(-n2c(SCC(=O)N(C)c3ccccc3)nc3c([nH]c4ccccc43)c2=O)cc1OC	0	101	102	-6	-4	96	92	99
CC(NC(=O)NC1CCCCC1)C(c1cccs1)N1CCN(c2ccccc2)CC1 (stereo not drawn)	0	99	97	9	-4	91	95	88
CN(C)c1ccc(/C=N/NC(=O)c2ccc(-n3cnnn3)cc2)cc1	0	109	97	-29	-3	91	94	92
COc1ccccc1CN(Cc1nc2ccccc2c(=O)[nH]1)S(=O)(=O)c1ccc(C)cc1	1	92	97	-4	1	94	93	98
SMILES	GRK2 aptamer HTS	LAP4 TOR yeast	MEP2 TOR yeast	VLA-4 inh	GASC-1 inh	RPL19A TOR yeast	CIT2-GFP yeast	AGP1-GFP MLPCN
CCOC(=O)c1cc2sccc2n1Cc1ccccc1	0	101	99	14	-7	101	97	100
CC(NC(=O)COC(=O)c1ccc(N2CCCC2=O)cc1)c1ccc(F)cc1 (stereo not drawn)	0	90	89	3	1	94	98	94
Cc1nc2scc(C)n2c(=O)c1S(=O)(=O)Nc1ccc(F)cc1	3	96	114	-8	-7	101	103	104
O=C(NC1CCCCC1)C(c1ccc2ncccc2c1)N(Cc1ccc2c(c1)OCO2)C(=O)c1ccc2c(c1)OCCO2 (stereo not drawn)	1	90	86	4	-26	98	104	101
Cc1nnc(NC(=O)Cc2ccc(OCc3c(C)noc3C)cc2)s1	0	89	100	18	3	97	96	103
Cc1ccc(NC(=O)CSc2nnc(Cc3csc(C)n3)o2)cc1	0	95	96	0	4	90	88	93
CN1CCN(CC(O)COc2ccc(OCC(O)CN3CCN(C)CC3)cc2)CC1 (stereo not drawn)	0	108	107	16	2	101	100	104
COc1ccc(C2C3=C(CC(C)(C)CC3=O)Nc3cc4c(cc32)OCO4)cc1 (stereo not drawn)	3	101	105	10	3	97	94	102
CCN(CC(=O)Nc1c(F)cccc1F)C(=O)CSC(=S)N1CCCC1	3	104	97	-3	-9	101	91	101
O=C1C/C(=C/NCc2ccccc2)C(=O)N1	0	89	93	18	2	89	89	87
CC(C)c1ccc(NC(=O)COC(=O)C2=COCCO2)cc1	0	98	105	-4	-2	97	106	99
C=CCCC(=O)N(C)CCO	0	91	96	6	9	95	97	97
CCOC(=O)c1ccc(CNC(=O)Cn2nnc(-c3cccc(C)c3)n2)o1	2	89	?	-3	-11	90	90	?
CCOc1ccccc1C(=O)NC1CCNCC1	0	85	99	12	3	100	102	93
Cc1noc(C)c1NC(=O)Nc1ccc2c(c1)C(=O)N([C@H](C)CO)C[C@H](C)[C@@H](CN(C)S(=O)(=O)c1cn(C)cn1)O2	0	96	100	-3	0	101	102	103
Cc1cc(=O)oc2c3c(cc(OCC(=O)NCc4cccnc4)c12)OC(C)(C)CC3	1	97	100	19	.	94	94	99
CCOC(=O)/C=C/c1ccc2c(c1)S(=O)(=O)N(Cc1ccc(OC)cc1)[C@H]2CC(=O)OCC	0	115	96	-7	-4	98	88	88
CC(NC(=O)NC1CCCCC1)C(c1cccs1)N1CCN(C)CC1 (stereo not drawn)	7	110	97	11	-2	98	95	100
O=C(C[C@H]1C/C=C\CC[C@@H](Cc2ccc(F)cc2)C(=O)OCCNC1=O)NCCO	34	105	98	11	2	92	92	99
Cc1ccc(NC(=O)CC2(CC(=O)O)CCCC2)cc1	0	89	113	4	-25	102	99	93
COc1ccccc1N1CCN(C(=O)CCN2C(=O)c3cccc4cccc(c34)C2=O)CC1	2	98	93	-1	3	92	83	98
Cc1cc(C)n2nc(C(=O)OCC(=O)NCc3ccc(Cl)cc3)nc2n1	4	98	92	-4	4	92	89	96
Cn1c(=S)[nH]c2sc3c(c2c1=O)CCC(C(C)(C)C)C3 (stereo not drawn)	3	106	144	6	-3	103	117	93
O/N=C(/CN(O)/C=C1/C=CC=N1)c1cccs1	0	104	107	8	-4	97	103	104
C(=N\n1cnnc1)/c1ccc2c(c1)OCCO2	0	102	102	-1	3	98	101	96
SMILES	GRK2 aptamer HTS	LAP4 TOR yeast	MEP2 TOR yeast	VLA-4 inh	GASC-1 inh	RPL19A TOR yeast	CIT2-GFP yeast	AGP1-GFP MLPCN
CCOc1ccc(-n2c(C)cc(C(=O)NS(=O)(=O)c3ccc(C)cc3)c2C)cc1	2	94	98	1	0	106	99	94
COc1ccc(CCN2C(=O)C(Oc3ccccc3)C2c2ccc3c(c2)OCO3)cc1 (stereo not drawn)	0	94	100	5	6	107	99	99
Cc1cccc(NC(=S)N2CCCC2)c1	29	86	104	3	-13	109	99	92
COc1ccc(NC(=S)Nc2ccc(Oc3ccccc3)cc2)cc1	0	95	101	2	3	93	98	94
CC(=O)Nc1ccc(NC(=O)CSc2nc(N)c(NC(=O)c3ccco3)c(=O)[nH]2)cc1	0	89	99	9	6	100	94	93
Cc1cc(C)c2nc(N3CCC(C(=O)NCc4ccccn4)CC3)sc2c1	0	111	100	9	-9	107	95	102
CSc1ccccc1NC(=O)CSc1nnnn1-c1ccccc1SC	0	108	100	21	9	98	89	103
CC1CN(CC(=O)N2CCc3[nH]c4ccccc4c3C2)CC(C)O1 (stereo not drawn)	0	97	99	16	2	98	96	95
